PP5 primary: PP5 (human) phosphatase inhibition; P53041; purified PP5c, OMFP substrate fluorescence; inhibition, % at 6.7 µM; actives 0.18% (n = 320,000);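 active = inhibition above the campaign's mean inhibition across all tested compounds plus 3 SD, cut at about 9.5% in these data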;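 note: 0% = DMSO only and 100% = 100 µM cantharidin control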
Target sequence (P53041 whole entry, looked up): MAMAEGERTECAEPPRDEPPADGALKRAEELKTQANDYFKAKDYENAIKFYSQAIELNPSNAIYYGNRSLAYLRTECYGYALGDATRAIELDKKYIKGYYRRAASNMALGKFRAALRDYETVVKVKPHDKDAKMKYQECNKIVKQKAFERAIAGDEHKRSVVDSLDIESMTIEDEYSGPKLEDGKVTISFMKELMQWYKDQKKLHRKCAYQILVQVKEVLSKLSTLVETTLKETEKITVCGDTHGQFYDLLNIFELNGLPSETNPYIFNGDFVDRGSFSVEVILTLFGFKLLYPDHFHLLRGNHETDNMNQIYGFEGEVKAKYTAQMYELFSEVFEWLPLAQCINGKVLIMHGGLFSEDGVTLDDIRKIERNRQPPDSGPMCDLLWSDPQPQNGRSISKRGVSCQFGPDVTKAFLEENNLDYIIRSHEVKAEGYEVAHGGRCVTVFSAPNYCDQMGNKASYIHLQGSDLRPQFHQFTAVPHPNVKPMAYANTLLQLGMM
JMJD2C inh: blocks human GASC-1 demethylase activity. inhibition, % at 2.35 µM. GST-JMJD2C(1-420) H3K9me3 demethylation, DELFIA europium. Q9H3R0. AID 2099. actives 0.069% (n = 330,000);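 active = more than half of a compound's replicate wells show inhibition beyond 50%, single wells judged on their own value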;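 note: signal counts dimethyl H3K9 product captured on neutravidin plate; 0% = median of DMSO wells and 100% = 0.3 times that DMSO median; strong numbers were not always called active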
PP1 inh: blocks human PP1-alpha phosphatase, a PP5 counter-screen; purified PP1alpha, OMFP fluorescence; P62136; inhibition, % at 6.7 µM; actives 0.9% (n = 320,000);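 active = inhibition above the mean inhibition of all tested compounds plus 3 SD, computed separately for each screening campaign, cut at about 15% in these data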
GRK2 aptamer HTS: human GRK2 inhibition via aptamer displacement; P25098; bead flow cytometry, FAM-aptamer displacement from GRK2; inhibition of aptamer binding, % at 10 µM; actives 0.59% (n = 330,000); AID 488847;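 active = inhibition of aptamer binding above 40%, roughly 3 SD of noise, on plates passing a quality check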;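 note: median bead fluorescence of bound FAM aptamer so fluorescent compounds give negative values; no value below 0 was filed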
HCV core dimer: blocks dimerization of HCV core protein. TR-FRET GST/Flag-core106 dimerization, 1536-well. actives 0.33% (n = 300,000). inhibition, % at 5 µM. AID 1899;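 active = inhibition above the mean of all tested compounds plus 3 SD, set per screening campaign, cut at about 45% in these data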
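System – GST-tagged and Flag-tagged HCV core protein residues 1-106 · Repeats – one well for each compound · Technique – TR-FRET 671 and 617 nm emission · Doses – one concentration, 5 µM, in 0.5% DMSO · Times – 4 h, 22.5 °C incubation · Also added – Eu donor and XL665 acceptor anti-tag antibodies · Measure – percent inhibition of core106 dimerization signal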
VLA-4 inh: inhibition in a human VLA-4 binding assay. P13612. VLA-4 expressing cells, ligand binding flow cytometry. inhibition, % (about 7 µM as worked out from the volumes in the protocol). actives 0.2% (n = 330,000). AID 2557; in the data active = inhibition above about 50%
Fh CTSL1 inh: counter-screen for PFM18AAP inhibitors: inhibitors of F. hepatica cathepsin L1; inhibition, % at 5.96 µM; recombinant F. hepatica cathepsin L1, Z-Leu-Arg-MCA fluorescence; AID 1906; actives 0.49% (n = 300,000);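 active = inhibition above the mean of all tested compounds plus 3 SD, set per screening campaign, cut at about 17% in these data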;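 note: 0% = plate median of test compound wells and 100% = 1 µM Z-Phe-Ala-diazomethylketone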
proCasp3 act: activates human procaspase-3; actives 0.11% (n = 330,000); P42574; recombinant procaspase-3 D3A, Ac-DEVD-pNA absorbance 405 nm; activation, % at 8.5 µM;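 active = activation above the mean of all tested compounds plus 3 SD, cut at about 21% in these data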;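 note: 0% = DMSO alone and 100% = DMSO wells spiked with extra 5 µM PC-3 D3A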
Target sequence (P42574 whole entry D9A/D28A/D175A): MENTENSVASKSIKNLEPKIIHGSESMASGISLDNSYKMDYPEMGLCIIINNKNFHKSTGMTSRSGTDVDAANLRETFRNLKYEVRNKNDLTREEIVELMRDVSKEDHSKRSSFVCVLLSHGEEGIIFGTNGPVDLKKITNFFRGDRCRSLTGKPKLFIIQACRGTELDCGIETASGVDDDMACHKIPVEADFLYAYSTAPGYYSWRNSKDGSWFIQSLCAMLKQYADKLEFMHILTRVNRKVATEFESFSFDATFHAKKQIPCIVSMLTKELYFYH
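Assay system – Procaspase-3 D3A mutant, all three cleavage aspartates alanine · Controls – DMSO-only low control, 5 µM PC-3 D3A high control · Schedule – 1 h compound preincubation, 2 h substrate hydrolysis at 25 °C · Signal – 405 nm absorbance of p-nitroaniline, reads at 0 and 120 min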
proCasp7 act: counter-screen: procaspase-7 (human) activation | P55210 | recombinant procaspase-7, Ac-DEVD-pNA absorbance 405 nm; D23A/D198A/D206A triple mutant, cannot self-cleave; scale: DMSO 0, 5 µM enzyme 100 | activation, % at 8.5 µM | actives 0.093% (n = 330,000) | AID 463210;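 active = percent activation above the screen-wide mean plus 3 SD, cut at about 25% in these data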
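Detection: p-Nitroaniline absorbance at 405 nm, read at 0 and 120 min; system: Uncleavable procaspase-7 mutant enzyme; evaluation: % activation from two-timepoint absorbance difference, scaled to controls; times: 1 h enzyme–compound preincubation and 2 h substrate reaction, both 25 °C; buffer or medium: Zinc-free HEPES pH 7.4 with 300 mM NaCl, 0.01% Triton X-100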
An asterisk follows results filed as active; i = inactive; · = not tested or not shown; & = joins results of further samples.

SMILES | PP5 primary | JMJD2C inh | PP1 inh | GRK2 aptamer HTS | HCV core dimer | VLA-4 inh | Fh CTSL1 inh | proCasp3 act | proCasp7 act
CN(C)S(=O)(=O)c1ccc(C(=O)Nc2ccccc2OC(F)(F)C(F)F)cc1 | 2.7 | -2 | -2 | 0 | -3 | -9 | -1 | 2 | 7
CCCCNC(=O)CSc1nnc(Cc2ccccc2)n1CC | -0.9 | -1 | -2 | 2 | -10 | -8 | 4 | 6 | 7
Cc1c(NC(=S)NC(=O)c2ccccc2Cl)c(=O)n(-c2ccccc2)n1C | -0.2 | -10 | -3 | 2 | 2 | 15 | -2 | 8 | -2
COC(=O)c1ccc(COc2cccc3c2OC(C)(C)C3)cc1 | 0.9 | -23 | 0 | 1 | 1 | 7 | 3 | 5 | 10
Cn1c(=O)c2c(nc(CN3CCN(C(=O)c4ccco4)CC3)n2CC(N)=O)n(C)c1=O | 0.5 | 0 | -1 | 1 | -14 | -10 | -3 | 3 | 1
CN(C)S(=O)(=O)Oc1cccc(C(=O)Nc2ccc([N+](=O)[O-])cc2)c1 | 4.1 | 6 | -1 | 0 | -4 | 7 | 0 | 0 | 2
O=C(CS(=O)(=O)c1ccccc1)N1CCCCC1 | 2.1 | -8 | 1 | 3 | 6 | 1 | -1 | 3 | 0
CC1(C)CC(=O)C(C=N)=C(O)C1 | -0.7 | 3 | -3 | 1 | -2 | 20 | 0 | -6 | -6
Cc1ccsc1/C=N/n1c(-c2ccco2)n[nH]c1=S | -1.1 | 4 | 5 | 0 | 5 | 10 | 0 | -13 | -16
Cc1c(OC(C)C(=O)NC(Cc2c[nH]c3ccc(O)cc23)C(=O)O)ccc2c1oc(=O)c1ccccc12 (stereo not drawn) | 1.4 | 1 | 3 | 0 | -1 | -2 | 4 | -1 | 7
Cc1onc(-c2c(F)cccc2Cl)c1C(=O)OCC(=O)Nc1c(C)n(C)n(-c2ccccc2)c1=O | 4.7 | 3&7 | -3 | 1 | 5 | 4 | -2 | -8 | 14
Nc1ccc(N2CCCCCC2)cc1 | 2.6 | · | 10 | 0 | -12 | -65 | 2 | -8 | 3
COc1ccccc1NC(=O)N1CCc2[nH]c3ccc(Cl)cc3c2C1 | 6.3 | 13 | 2 | 3 | -10 | 22 | 1 | 4 | -3
CCCCCn1c(=O)[nH]c2cc(C(=O)NCCCN3CCCCC3)ccc2c1=O | 0.9 | 5 | -4 | 0 | 0 | -9 | 8 | 11 | 5
COc1cc(OC)c(OC)cc1CN1CCN(c2ccc(F)cc2)CC1 | -1.2 | -2 | -4 | 0 | -8 | 2 | 3 | 4 | 0
COc1ccc(C(=O)Nc2ccc(Cl)cc2C(=O)N2CCCC(C)C2)cc1 (stereo not drawn) | -1.2 | 2 | 60* | 3 | 0 | i | -1 | 5 | 8
CCOc1ccc(-c2nnc3ccc(SCC(=O)Nc4nc5ccc(C)cc5s4)nn23)cc1 | 4.5 | -4 | 8 | 3 | 11 | -18 | -1 | -7 | -103
COc1ccc(NC(=O)CN2CCN(C3c4ccccc4-c4ccccc43)CC2)cc1 | 6.0 | -3 | 5 | 0 | -1 | -12 | 3 | -1 | -9
CC(=O)N1CCN(Cc2nc3cc(NC(=O)COc4cccc(C)c4)ccc3n2C)CC1 | -2.7 | -1 | -3 | 0 | -16 | 14 | 3 | 1 | -1
Cc1ccc(N(C(=O)C2CCCC2)C2C=CS(=O)(=O)C2)cc1 (stereo not drawn) | 0.4 | 1 | -3 | 0 | -3 | -3 | -1 | 4 | 6
Cc1nnc(SCC(=O)Nc2ccc3c(c2)OCO3)[nH]c1=O | -0.8 | 8 | -4 | 2 | 1 | 15 | 1 | -6 | -4
CN(C(=O)COC(=O)c1c2c(nc3ccccc13)CCCC2)c1c(N)n(Cc2ccccc2)c(=O)[nH]c1=O | -2.0 | -3 | -1 | 0 | 5 | 41 | -5 | -4 | 3
C=C(C)COc1ccc(-c2ncncc2-c2ccccc2)c(O)c1 | 2.7 | -16 | 5 | 0 | 4 | -2 | -2 | 1 | -7
COc1cccc(C2CCCN2Cc2nc(CC3CC3)no2)c1 (stereo not drawn) | -2.4 | 8 | -4 | 0 | -1 | 1 | 9 | 4 | 0
O=C(Nc1ccc(Br)c(Cl)c1)C1CC1 | 2.8 | -10 | -2 | 2 | 0 | 7 | 2 | 3 | 1

Given with two lines to a compound: 10 of the compounds above.
Each structure is followed by: PP5 primary	JMJD2C inh	PP1 inh	GRK2 aptamer HTS	HCV core dimer	VLA-4 inh	Fh CTSL1 inh	proCasp3 act	proCasp7 act
- COc1cc(OC)c(OC)cc1CN1CCN(c2ccc(F)cc2)CC1
    -1.2	-2	-4	0	-8	2	3	4	0
- COc1ccc(C(=O)Nc2ccc(Cl)cc2C(=O)N2CCCC(C)C2)cc1 (stereo not drawn)
    -1.2	2	60*	3	0	i	-1	5	8
- CCOc1ccc(-c2nnc3ccc(SCC(=O)Nc4nc5ccc(C)cc5s4)nn23)cc1
    4.5	-4	8	3	11	-18	-1	-7	-103
- COc1ccc(NC(=O)CN2CCN(C3c4ccccc4-c4ccccc43)CC2)cc1
    6.0	-3	5	0	-1	-12	3	-1	-9
- CC(=O)N1CCN(Cc2nc3cc(NC(=O)COc4cccc(C)c4)ccc3n2C)CC1
    -2.7	-1	-3	0	-16	14	3	1	-1
- Cc1ccc(N(C(=O)C2CCCC2)C2C=CS(=O)(=O)C2)cc1 (stereo not drawn)
    0.4	1	-3	0	-3	-3	-1	4	6
- Cc1nnc(SCC(=O)Nc2ccc3c(c2)OCO3)[nH]c1=O
    -0.8	8	-4	2	1	15	1	-6	-4
- CN(C(=O)COC(=O)c1c2c(nc3ccccc13)CCCC2)c1c(N)n(Cc2ccccc2)c(=O)[nH]c1=O
    -2.0	-3	-1	0	5	41	-5	-4	3
- C=C(C)COc1ccc(-c2ncncc2-c2ccccc2)c(O)c1
    2.7	-16	5	0	4	-2	-2	1	-7
- COc1cccc(C2CCCN2Cc2nc(CC3CC3)no2)c1 (stereo not drawn)
    -2.4	8	-4	0	-1	1	9	4	0

(more compounds)
SMILES | PP5 primary | JMJD2C inh | PP1 inh | GRK2 aptamer HTS | HCV core dimer | VLA-4 inh | Fh CTSL1 inh | proCasp3 act | proCasp7 act
O=C(O)/C=C/c1cn(-c2ccccc2)nc1-c1ccc2c(c1)OCCO2 | 3.3 | 6 | 3 | 5 | -3 | 11 | 8 | -4 | -13
Cc1ccc(C(C(=O)NC(C)(C)C)N(CCCN2CCOCC2)C(=O)c2ccc(-c3ccccc3)[nH]2)o1 (stereo not drawn) | -1.1 | -4 | -5 | 0 | -2 | 15 | 3 | 6 | 2
Cc1cc(C)nc(NN2C(=O)C=CC2=O)n1 | -0.4 | -28 | -1 | 2 | -7 | 13 | 0 | -9 | -14
OCCC1CN(Cc2ccc(-n3cccn3)cc2)CCN1Cc1ccccc1 (stereo not drawn) | 0.8 | -8 | -3 | 0 | 3 | 15 | -1 | 6 | 8
CCC(=O)Nc1cc2c(cc1C(=O)c1ccccc1)OCCO2 | 1.2 | -4 | 0 | 1 | -5 | -1 | -3 | 6 | -3
Cc1ccccc1Cn1nnc(C(=O)Nc2cccc(C)c2C)c1N | 2.6 | -1 | 5 | 0 | 1 | -11 | 1 | 6 | 0
CC(C)NC(=O)CC1Nc2c3ccccc3nc(=S)n2C1=O (stereo not drawn) | 1.6 | 2 | 1 | 0 | 2 | 45 | 2 | 2 | -4
CSc1ccccc1-n1nnnc1SCc1ccccc1 | 3.1 | -20 | -1 | 0 | 8 | 15 | 0 | 7 | 0
CC(C)C(=O)Nc1cccc(C(=O)Nc2ccc(S(=O)(=O)N3CCOCC3)cc2)c1 | -1.0 | 11 | -6 | 1 | 3 | 6 | 2 | 2 | -1
Cc1ccc(NC(=O)CCSc2nnc(C)o2)cc1 | -1.5 | -4 | 1 | 0 | 4 | 15 | -2 | 7 | 0
COc1nc(NCc2cccnc2)nc(NC2CCCCC2)n1 | 1.7 | 1 | 3 | 0 | 2 | 3 | -3 | 7 | 2
O=C(COC(=O)c1ccc(S(=O)(=O)N2CCCCC2)cc1)NCc1ccccc1 | · | 18 | · | 0 | · | -12 | · | -1 | 5
Cc1ccc(S(=O)(=O)NC(C)C(=O)Nc2ccc3c(c2)OCO3)cc1 (stereo not drawn) | -5.9 | 4 | -1 | 0 | -11 | -2 | 6 | -7 | -1
COC(=O)c1cnn2c3c(c(C)nc12)CCCC3 | 0.5 | -7 | 9 | 0 | 0 | 9 | -3 | 2 | 6
COc1ccc(NC(=O)CSCC(=O)N(C)CC(=O)Nc2ccc(Cl)c(C(F)(F)F)c2)cc1 | 0.9 | 24 | 1 | 1 | -3 | 0 | 2 | 0 | 10
COc1ccc(NC(=O)CN2CCc3ccccc3C2)c([N+](=O)[O-])c1 | 1.4 | 13 | 1 | 0 | -1 | 2 | 5 | 0 | -2
CCOC(=O)Cn1c(Br)nc2c1c(=O)[nH]c(=O)n2C | -0.6 | -25 | -6 | 0 | 3 | 10 | -5 | 4 | 4
CC(C)(OC1OC(CO)C(O)C(O)C1O)[C@H]1Oc2ccc3ccc(=O)oc3c2[C@H]1O (stereo partly drawn) | 2.6 | -3 | 3 | 2 | 2 | 28 | 1 | 3 | -11
O=C(Oc1cccc2cccnc12)c1cccc(N2C(=O)C3C4CCC(C4)C3C2=O)c1 (stereo not drawn) | 0.6 | 37 | -1 | 0 | 8 | -1 | -4 | 5 | -12
CCOc1cc(CN2CCN(c3cccc(C(F)(F)F)c3)CC2)ccc1OC | 3.2 | 8 | 0 | 2 | 0 | 10 | -1 | 1 | 0
Cc1cc(Nc2ccccc2)cc(=O)n1C | -0.3 | 6 | -3 | 0 | -6 | 15 | 2 | 3 | -8
O=C(Cn1cnc2ccccc2c1=O)Nc1ccc(S(=O)(=O)N2CCCC2)cc1 | -2.1 | 9 | -2 | 0 | -2 | -3 | -9 | 4 | -2
COc1cc(/C=C/C(=O)OCC(=O)N(C)Cc2ccccc2)ccc1O | -1.3 | 5 | -3 | 0 | · | 10 | · | 6 | 1
COc1ccc(-c2sc(NC(=O)c3ccc(C)cc3)nc2-c2ccc([N+](=O)[O-])cc2)cc1 | -2.3 | 3 | 1 | 5 | 12 | -1 | 3 | -1 | -1
CC(C)c1ccc(NC(=O)C2CC(=O)N(C3CCCC3)C2)cc1 (stereo not drawn) | 0.1 | 0 | -1 | 1 | -1 | -12 | 0 | -2 | 4
